# Scp1 inh: Scp-1 (human) phosphatase inhibition. Q9GZU7. Recombinant Scp1, phosphopeptide, malachite green phosphate absorbance. inhibition, % at 20 µM. 0.88% of 340,000 active;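 active = inhibition above about 50% at 20 µM, limit read from the data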;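 also: plate controls were DMSO wells with enzyme for no effect and wells lacking enzyme for full effect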
#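 Times: enzyme reaction 45 min at room temperature, colour 5 min, stabilisation 30 min. Material: SCP-1 catalytic fragment, aa 76-261. Medium: Acidic Tris acetate buffer with magnesium and detergent. Signal: colorimetric free-phosphate detection, absorbance 630 nm. Read-out basis: % inhibition of SCP-1 phosphate liberation. Reagent: Phosphorylated 17-residue peptide substrate.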
# DNMT1 block: inhibitors of human DNMT1; 0.83% of 360,000 active; DNMT1 molecular beacon, Hinp1I cleavage, fluorescence; inhibition (reported as % activation of signal), % at 10 µM; AID 588458; P26358; in the data active = inhibition above about 50%
# SUMO1 PPI mod: SUMO1-SIM interaction modulation | P63165 | SUMO1 binding to a labelled peptide, TR-FRET, 1 h | inhibition, % at 20 µM | 0.33% of 360,000 active | AID 602429; in the data active = inhibition above about 37%
# Target sequence (P63165 whole entry, looked up): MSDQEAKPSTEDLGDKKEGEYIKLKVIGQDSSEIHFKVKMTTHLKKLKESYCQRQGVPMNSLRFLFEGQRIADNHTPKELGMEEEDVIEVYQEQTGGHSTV
# LMPTP block: LMPTP (human) inhibition | AID 651560 | 0.22% of 360,000 active | P24666 | recombinant LMPTP-A, OMFP fluorogenic substrate, fluorescence intensity | inhibition, % at 20 µM;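 active = compounds that cut the enzyme signal by at least half of the control window in the single-dose screen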;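 also: plate controls were DMSO wells with enzyme plus substrate for no effect and substrate without enzyme for full effect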
# Target sequence (P24666 whole entry, looked up): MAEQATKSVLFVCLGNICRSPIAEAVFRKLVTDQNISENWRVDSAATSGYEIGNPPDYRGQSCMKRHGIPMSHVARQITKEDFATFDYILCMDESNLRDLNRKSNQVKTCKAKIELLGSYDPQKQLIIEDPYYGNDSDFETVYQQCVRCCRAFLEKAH
#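 Test system: LMPTP-A, protein tyrosine phosphatase of low molecular weight; Input: 0.625 nM enzyme; Incubation: 50 min dark incubation at room temperature; Signal: endpoint fluorescence intensity from OMFP dephosphorylation; Read-out basis: % inhibition versus control wells.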
# bovine MsrA act: activators of bovine methionine sulfoxide reductase A; 0.3% of 360,000 active; purified bovine MsrA, absorbance read-out; activation, % at 10.6 µM; in the data active = activation above about 7.5%;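 also: 0% = vehicle and 100% = reference activator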
# E coli Lon inh: inhibits E. coli Lon protease; purified E. coli Lon protease, fluorescence polarization; AID 602123; 0.42% of 360,000 active; inhibition, % at 7.94 µM; in the data active = inhibition above about 13%, passing the limit was not always enough;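 also: 0% = enzyme with probe and DMSO and 100% = no enzyme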
# Target sequence (P0A9M0 whole entry, looked up): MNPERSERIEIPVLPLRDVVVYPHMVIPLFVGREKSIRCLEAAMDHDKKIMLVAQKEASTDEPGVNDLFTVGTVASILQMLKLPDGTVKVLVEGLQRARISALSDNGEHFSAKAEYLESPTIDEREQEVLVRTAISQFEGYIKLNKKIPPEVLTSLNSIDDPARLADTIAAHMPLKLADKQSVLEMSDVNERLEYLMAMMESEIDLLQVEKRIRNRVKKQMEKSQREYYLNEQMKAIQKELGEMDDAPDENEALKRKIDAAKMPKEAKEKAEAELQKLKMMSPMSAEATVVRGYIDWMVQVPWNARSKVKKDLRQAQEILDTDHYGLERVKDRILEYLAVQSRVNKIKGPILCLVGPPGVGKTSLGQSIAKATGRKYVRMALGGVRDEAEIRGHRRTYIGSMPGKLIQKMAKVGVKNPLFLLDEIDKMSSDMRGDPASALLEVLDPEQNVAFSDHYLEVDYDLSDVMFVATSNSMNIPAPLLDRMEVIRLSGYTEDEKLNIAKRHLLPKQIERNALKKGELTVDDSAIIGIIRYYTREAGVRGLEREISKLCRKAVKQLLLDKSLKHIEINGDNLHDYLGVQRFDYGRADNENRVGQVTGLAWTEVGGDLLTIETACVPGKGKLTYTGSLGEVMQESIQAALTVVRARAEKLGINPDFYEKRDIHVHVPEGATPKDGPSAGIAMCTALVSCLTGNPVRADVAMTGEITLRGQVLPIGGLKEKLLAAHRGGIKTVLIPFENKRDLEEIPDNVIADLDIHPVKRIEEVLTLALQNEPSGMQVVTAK
# Tb MetRS inh: blocks T. brucei methionyl-tRNA synthetase activity | AID 624268 | 0.4% of 360,000 active | inhibition, % at 11.9 µM | purified T. brucei MetRS, ATP depletion, Kinase-Glo luminescence;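 active = inhibition above a per-plate cutoff of the control wells' mean inhibition plus 3 SD, cut at about 5.5% in these data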;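 also: 0% = DMSO wells median and 100% = median of wells with control inhibitor compound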
#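 Material – parasite MetRS enzyme · Medium – HEPES-MgCl2-KCl buffer plus DTT, spermine, BSA, pyrophosphatase · Reagent – ATP, methionine and E. coli bulk tRNA substrates · Times – 15 min enzyme-compound preincubation, 2 h reaction, 10 min detection, 25 °C · Measured by – luminescence of leftover ATP · Evaluation – percent inhibition relative to median high and low control wells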
# NRP1-CendR mod: alters CendR peptide binding to human NRP-1. AID 602438. 0.85% of 360,000 active. FAM-RPARPAR peptide binding to NRP-1, fluorescence polarization. inhibition, % at 25 µM;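 active = inhibition or corrected inhibition above about 18%, plus a signal ratio from 0.5 to 1.5, limit read from the data, passing the limit was not always enough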; also: strong numbers were not always called active
# STEP block: inhibitors of human striatal-enriched phosphatase STEP; P54829; recombinant STEP, OMFP fluorogenic substrate, fluorescence; 0.25% of 360,000 active; inhibition, % at 20 µM;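 active = inhibition at 20 µM, scaled per plate between control wells, above about 37%, limit read from the data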;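 also: 0% = DMSO with enzyme and substrate and 100% = substrate only without enzyme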
#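 System: isolated STEP enzyme; schedule: 20 min enzyme reaction at room temperature, protected from light; medium: Bis-Tris buffer pH 6.0, 2.5 mM DTT, 0.005% Tween 20; signal: fluorescence, 480/540 nm; dosing: single compound dose of 20 µM, 1% DMSO final; also added: OMFP substrate, 25 µM final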
# MsrA inhibitor: bovine MsrA inhibition; purified bovine MsrA, absorbance read-out; inhibition, % at 15.5 µM; 0.75% of 360,000 active; AID 651718; in the data active = inhibition above about 4.5%;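 also: 0% = vehicle wells with enzyme and 100% = reference inhibitor wells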
# * = called active by the depositor; nt = no result given; & = joins results of further samples.
Scp1 inh	DNMT1 block	SUMO1 PPI mod	LMPTP block	bovine MsrA act	E coli Lon inh	Tb MetRS inh	NRP1-CendR mod	STEP block	MsrA inhibitor	Compound
-2	-5	23	0.1	-8	1	-0.1	-7	-1	0.0	COc1ccc(-c2nnc3ccc(SCC(=O)Nc4nc5ccccc5s4)nn23)cc1OC
3	5	1	1.1	-2	0	-2.6	-6	-1	0.6	O=C(Nc1ccc(C(=O)N2CCCC2)cc1)c1ccc2c(c1)OCO2
-5	3	1	-1.6	-6	-11	-0.2	1	-5	1.0	COc1cccc(-c2nnn(CC(=O)O)n2)c1
-5	2	11	1.4	-17	8	-1.3	-2	-1	0.2	Cc1cc(=O)n(-c2ccc3ccccc3n2)[nH]1
-6	1	3	-0.1	-6	-3	0.3	-6	0	1.6	CCCc1cc(N2CCCC(C(=O)Nc3ccc(OC)cc3OC)C2)n2ncnc2n1 (stereo unspecified)
-3	-3	-8	-0.9	-4	1	-0.4	-8	3	-0.5	Cc1ccc([N+](=O)[O-])cc1NC(=O)C(C)N1CCCCC1 (stereo unspecified)
-7	3	-4	-2.0	-4	-1	-0.7	-3	-3	0.2	Cc1onc(C(=O)NC(C)c2ccccc2)c1[N+](=O)[O-] (stereo unspecified)
6	-4	-22	0.2	-12	-10	-1.0	-2	-1	0.0	COC(=O)c1cc2c(cc1[N+](=O)[O-])OCO2
6	0	1	2.8	-9	8	-1.7	-10	0	0.0	Cc1sc2nc(CSc3ccccc3)nc(N3CCOCC3)c2c1C
-3	3	0	0.1	-1	4	4.0	15	-1	1.1	Cc1cc(C)c2nc(SCC(=O)Nc3cc(C)on3)c(C)cc2c1
4	0	-1	-0.5	-2	7	-0.1	-9	-2	-0.5	CC1CCC(NC(=O)CCNC(=O)c2ccccc2)CC1 (stereo unspecified)
-4	0	-17	0.5	-8	-6	-0.3	3	-1	0.7	COc1ccc(C(=O)NNC(=O)c2ccc3ccccc3n2)cc1

# Gathered by group: the compounds so far containing a nitro group on carbon
Scp1 inh	DNMT1 block	SUMO1 PPI mod	LMPTP block	bovine MsrA act	E coli Lon inh	Tb MetRS inh	NRP1-CendR mod	STEP block	MsrA inhibitor	Compound
-3	-3	-8	-0.9	-4	1	-0.4	-8	3	-0.5	Cc1ccc([N+](=O)[O-])cc1NC(=O)C(C)N1CCCCC1 (stereo unspecified)
-7	3	-4	-2.0	-4	-1	-0.7	-3	-3	0.2	Cc1onc(C(=O)NC(C)c2ccccc2)c1[N+](=O)[O-] (stereo unspecified)
6	-4	-22	0.2	-12	-10	-1.0	-2	-1	0.0	COC(=O)c1cc2c(cc1[N+](=O)[O-])OCO2

# (listing goes on)
Scp1 inh	DNMT1 block	SUMO1 PPI mod	LMPTP block	bovine MsrA act	E coli Lon inh	Tb MetRS inh	NRP1-CendR mod	STEP block	MsrA inhibitor	Compound
-6	-8	-12	-0.8	-6	8	-0.3	16	4	2.5	COC(=O)CCC(=O)OC1(C)C(=O)C=C2C=C(C3CC3)N(CCN3CCOCC3)C=C2C1=O (stereo unspecified)
-10	1	1	0.2	-3	-8	6.5*	15	1	0.1	O=C(CCCOc1ccc(Cl)cc1Cl)NCCCn1ccnc1
-5	0	0	-0.7	-2	2	0.2	-14	-2	0.9	CCC(C)NC(=O)CCC(=O)Nc1ccc2nc(N3CCOCC3)cc(C)c2c1 (stereo unspecified)
-10	-3	-3	-4.7	1	3	-0.3	5	0	-0.8	CC1CCCN(S(=O)(=O)c2ccc(NC(=O)C3CCN(C(=O)C(C)(C)C)CC3)cc2)C1 (stereo unspecified)
-5	-1	0	1.9	-1	0	0.1	5	0	-0.6	CCNC(=S)Nc1cc2oc3ccccc3c2cc1OC
-2	1	-26	-0.3	-3	2	-0.2	-4	12	0.8	O=c1cc(CN2CCN(S(=O)(=O)c3ccccc3)CC2)nc2ccc(Cl)cn12
nt	nt	2	6.0	-14	-13	-1.3	-20	nt	-0.4	CCCC[C@@H]1CNC(=O)C(=O)N1CCc1cccc(F)c1
-2	1	-1	-0.7	-3	-5	-0.3	10	0	1.5	Cc1cc(C)nc(SCC(=O)OCC(=O)N(C)c2c(N)n(Cc3ccccc3)c(=O)[nH]c2=O)n1
-4	-2	4	-1.3	-3	-2	0.4	2	3	0.3	CC1c2[nH]c3ccccc3c2C[C@H]2C(=O)N(CCCO)CC(=O)N12 (stereo partly specified)
-8	1	4	-2.3	-1	8	0.5	8	2	-0.9	CC(=O)Nc1c2c(nn1-c1cccc(Cl)c1)CS(=O)(=O)C2
-10	1	1	-0.8	-2	-11	0.5	-12	-2	1.4	Cn1nc(C(C)(C)C)c(NC(=O)c2sccc2Cl)c1C(C)(C)C
-5	1	0	-0.6	-5	-2	1.4	27*	1	-0.5	COc1cc(C(=O)Nc2ccccc2N2CCOCC2)ccc1OCc1c(C)noc1C
-6	0	0	-0.1	-3	-1	0.3	6	2	0.6	Cn1c(NCCc2ccccc2)cc(=O)n(C)c1=O
-2	3	3	-0.5	6	-1	0.3	3	-3	0.6	O=C(CSc1ncccn1)NCCc1ccccc1
-4	3	6	-0.8	-1	-5	0.8	-4	-1	nt	CCN1C[C@@H]2[C@@H]3C(=O)N(Cc4ccccc4)C(=O)[C@@H]3[C@](C)(C(=O)OC)N2C1=NC
-10	4	-5	-0.7	-3	5	-0.2	18*	4	-1.4	Cc1ccccc1C(=O)Oc1cc(N)n(S(C)(=O)=O)n1
-8	0	2	-0.5	-4	3	-0.3	9	-2	0.2	Cc1cccc(C)c1NC(=O)CCn1cnc2ccccc2c1=O
-7	22	1	-1.6	-11	0	-0.8	-2	-12	0.2	COC(=O)CCCCCCCCC(=O)Nc1nc2ccccc2s1
6	-1	4	0.0	-6	-5	-0.8	-4	-2	1.3	O=C(Nc1ccc(C(F)(F)F)cc1)C1CCCN1S(=O)(=O)c1cccc2cccnc12 (stereo unspecified)
-6	-1	4	-0.6	-1	1	-0.1	-1	0	0.7	CSc1ccccc1C(=O)NCc1ccc2c(c1)OCO2
-3	1	-1	-0.8	-3	-1	-0.4	-2	0	0.1	CC(=O)c1c(O)cc(C)n(-c2ccc(F)cc2)c1=O
2	-2	3	0.0	-6	-5	-0.4	3	-1	0.4	CN1CCN(C(=S)c2cn(Cc3ccccc3F)c3ccccc23)CC1
-5	-1	-2	-0.4	2	-10	-0.5	1	1	-0.2	COC(=O)C1(O)CC(C(C)C)=NN1C(=O)c1ccccc1 (stereo unspecified)
-10	-1	-4	-1.4	-1	-7	-1.0	3	0	-0.7	Cc1ccc(C(=O)Nc2ccccc2SCC2CSc3nc4ccccc4c(=O)n32)cc1 (stereo unspecified)
0	-4	-12	2.7	-3	0	-0.3	8	2	0.2	COc1ccc(-c2oc3cccnc3c2-c2ccc(OC)nc2)cc1
-4	-7	5	-0.1	-1	1	-0.1	-14	-2	-0.9	CCc1ccccc1NC(=O)CN1CCN(C(=O)CNC(=O)Cc2cccc3ccccc23)CC1
-7	3	5	-0.6	-1	13	0.4	2	-3	-0.1	COC(=O)c1nnn(-c2ccsc2C(=O)OC)c1C(=O)OC
-3	-2	2	-0.5	0	-8	0.0	15	-4	-0.8	COc1ccc2c(c1)[C@@H]1[C@H](CO2)[C@H](c2ccccc2)[C@]2(C)C(=O)NCC(=O)N12
-6	3	0	-0.9	-4	-13	-0.3	16	1	-0.1	O=C(c1cccc(S(=O)(=O)N2CCOCC2)c1)N1CCCC(C(F)(F)F)C1 (stereo unspecified)
-23	-1	-3	1.6	-2	5	-0.5	4	-1	-0.1	O=S(=O)(c1ccccc1)N1N=C(c2ccccc2)CC1c1ccccc1F (stereo unspecified)
-2	-3	-22	0.6	-6	3	-0.1	10	1	-0.6	COc1ccc(-c2nnc(NC(=O)c3ccc([N+](=O)[O-])o3)o2)c(OC)c1
nt	4	2	-1.2	-7	2	-0.9	-3	-2	nt	Cc1nc(SCC(=O)NCc2ccco2)c2c(=O)n(C)c(=O)n(CC(C)C)c2n1
-7	1	4	-0.5	1	3	-0.2	-10	-1	0.8	Cc1ccc2c(c1)[C@H]1[C@H](CO2)[C@H](c2ccccc2)[C@]2(C)C(=O)N(CC3CCCO3)CC(=O)N12 (stereo partly specified)
-7	5	-12	-0.6	-1	14	-0.2	-3	0	-0.6	O=S(=O)(c1ccc(-c2ccno2)s1)N1CCCCC1
5	1	-2	0.4	-2	-2	0.1	4	-2	0.4	Cc1ccccc1NC(=O)C(C)Sc1nnc(-c2ccncc2)n1CC1CCCO1 (stereo unspecified)
-8	-1	2	0.0	-4	-9	-0.1	20*	1	-0.1	CC1(C)CCC(=O)N2CC[C@H]3C[C@H](OC(=O)Nc4ccc5c(c4)OCO5)C[C@@H]1[C@H]32

# Single entries from the list:
# In DNMT1 block, Cc1nc(SCC(=O)NCc2ccco2)c2c(=O)n(C)c(=O)n(CC(C)C)c2n1 shows 4
# In E coli Lon inh, Cc1ccc2c(c1)[C@H]1[C@H](CO2)[C@H](c2ccccc2)[C@]2(C)C(=O)N(CC3CCCO3)CC(=O)N12 (stereo partly specified) shows 3

# Continuation:
Scp1 inh	DNMT1 block	SUMO1 PPI mod	LMPTP block	bovine MsrA act	E coli Lon inh	Tb MetRS inh	NRP1-CendR mod	STEP block	MsrA inhibitor	Compound
-10	-2	2	-0.9	-7	2	-1.0	6	-1	0.2	COC(=O)c1sccc1NC(=O)c1ccc(Cl)cc1
4	1	1	1.2	-9	-5	-0.2	-1	-2	0.6	Cc1ccc(NC(=O)CN(C)C(=O)C(C)OC(=O)c2ccccc2NCCO)cc1 (stereo unspecified)
5	-3	7&11	16&15	-1&-4	-6&-7	0.3&-0.4	-2&0	4	-0.6&0.1	CCCCCCSc1cc(-c2nc3cc(C)ccn3c2NCCCC)ccc1OC
-10	7	-3	-3.1	-2	-1	-0.9	-3	-2	0.7	N#Cc1nc(-c2ccc(F)cc2)oc1NCCN1CCOCC1
4	11	0	-2.5	-10	2	0.8	2	-2	-0.3	CCOc1ccc(Br)cc1CNCCN1CCOCC1
-5	-1	-13	0.3	-8	6	-0.3	-10	1	1.6	CC1(C)OC(c2ccccc2)=C/C(=C/C=N/NC(=O)c2ccncc2)O1
-8	1	-6	1.1	-4	0	0.1	-17	-4	-1.1	Cc1cc(C(=O)NCCc2ccc(Cl)cc2)n(-c2ccccc2)n1
-16	-15	2	1.3	-4	2	-0.4	15	0	-1.1	NNC(=O)CNC(c1ccccc1)c1cc(Br)ccc1NC(=O)CCN1CCOCC1 (stereo unspecified)
-3	6	-2	-1.0	2	-10	0.3	5	1	0.3	O=C(O)c1ccc(S(=O)(=O)Cc2ccccc2)cc1
18	-8	-2	1.3	-3	-6	2.5	0	2	0.5	CC(=O)c1ccc(-n2c(SCC(=O)c3c[nH]c4ccccc34)nc3ccccc3c2=O)cc1
-14	-3	1	0.0	-1	-6	0.6	-3	-2	-1.3	Cc1nc(NCCO)c2nnn(Cc3ccccc3F)c2n1
-12	-5	2	2.6	-6	-7	0.6	0	2	1.1	COc1cccc(/C=N/Nc2snc(SC)c2C#N)c1O
-21	4	-6	-0.3	0	-2	0.4	12	-3	-0.2	CCCOc1ccc(-c2nc(-c3ccc([N+](=O)[O-])cc3)cs2)cc1
